Assay outcomes from PubChem BioAssay.
AHR act: AHR activators, primary screen, cell-based, luminescence, luciferase reporter, human; Aryl hydrocarbon receptor (Homo sapiens), P35869; AHR-responsive luciferase reporter cells; activation, % at 5 µM; 320,000 compounds, 2.5% hits; AID 2796, 2010; in the data active = activation above about 47%;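 also: 0% = vehicle wells and 100% = reference agonist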
Fh CTSL1 inh: Fasciola hepatica cathepsin L1 inhibitors, primary screen, counter-screen for PFM18AAP inhibitor project, biochemical, QFRET, fluorogenic peptide substrate; recombinant F. hepatica cathepsin L1, Z-Leu-Arg-MCA fluorescence; inhibition, % at 5.96 µM; 300,000 compounds, 0.49% hits; AID 1906, 2009;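 active = inhibition above the mean of all tested compounds plus 3 SD, set per screening campaign, cut at about 17% in these data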;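 also: 0% = plate median of test compound wells and 100% = 1 µM Z-Phe-Ala-diazomethylketone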
procasp7 counter: procaspase-7 activators, primary screen, counter-screen for procaspase-3 activator project, biochemical, absorbance, HTS, human. recombinant procaspase-7, Ac-DEVD-pNA absorbance 405 nm; D23A/D198A/D206A triple mutant, cannot self-cleave; scale: DMSO 0, 5 µM enzyme 100. activation, % at 8.5 µM. Caspase-7 (Homo sapiens), P55210. 330,000 compounds, 0.093% hits;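 active = percent activation above the screen-wide mean plus 3 SD, cut at about 25% in these data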
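Detection: p-Nitroaniline absorbance at 405 nm, read at 0 and 120 min; system: Uncleavable procaspase-7 mutant enzyme; evaluation: % activation from two-timepoint absorbance difference, scaled to controls; times: 1 h enzyme–compound preincubation and 2 h substrate reaction, both 25 °C; buffer or medium: Zinc-free HEPES pH 7.4 with 300 mM NaCl, 0.01% Triton X-100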
TPT1 inh: Candida albicans TPT1 enzyme inhibitors, primary screen, biochemical, fluorescence polarization; recombinant caTPT1, FP RNA substrate dephosphorylation; inhibition, % at 5 µM; 300,000 compounds, 0.81% hits; AID 1962, 2009;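 active = inhibition above the mean of all tested compounds plus 3 SD, set per screening campaign, cut at about 24% in these data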;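 also: plate controls were DMSO alone for no effect and ferristatin control at 100 nM for full effect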
HCV core dimer: inhibitors of HCV core protein dimerization, primary screen, biochemical, TR-FRET, high-throughput; TR-FRET GST/Flag-core106 dimerization, 1536-well; inhibition, % at 5 µM; 300,000 compounds, 0.33% hits; AID 1899, 2009;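 active = inhibition above the mean of all tested compounds plus 3 SD, set per screening campaign, cut at about 45% in these data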
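Assay system: GST-tagged and Flag-tagged HCV core protein residues 1-106 / Times: compound-protein-antibody incubation 4 h at 22.5 °C / Signal: time-resolved FRET, ex 340 nm, em 617 and 671 nm / Evaluation: % inhibition based on acceptor/donor emission ratio / Benchmarks: wells lacking GST-core106 and wells with excess unlabelled core106 / Repeats: singlicate, one well per compound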
PAFAH2 inh: PAFAH2 enzyme inhibitors, primary screen, biochemical, fluorescence polarization, human; Platelet-activating factor acetylhydrolase 2, cytoplasmic (Homo sapiens), Q99487; 340,000 compounds, 0.99% hits; inhibition, % at 3.39 µM; recombinant PAFAH2, FP-rhodamine activity probe;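 active = inhibition above the mean over all tested compounds plus 3 SD, cut at about 30% in these data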;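 also: inhibitors block probe labeling of enzyme so polarization drops; 0% = enzyme with DMSO and 100% = wells lacking PAFAH2 protein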
PP1 inh: PP1-alpha phosphatase inhibitors, primary screen, counter-screen for PP5 inhibitor project, biochemical, fluorescence, OMFP substrate, single point. 320,000 compounds, 0.9% hits. Serine/threonine-protein phosphatase PP1-alpha catalytic subunit (Homo sapiens), P62136. purified PP1alpha. inhibition, % at 6.7 µM;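 active = inhibition above the mean inhibition of all tested compounds plus 3 SD, computed separately for each screening campaign, cut at about 15% in these data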
Target sequence (P62136 whole entry, looked up): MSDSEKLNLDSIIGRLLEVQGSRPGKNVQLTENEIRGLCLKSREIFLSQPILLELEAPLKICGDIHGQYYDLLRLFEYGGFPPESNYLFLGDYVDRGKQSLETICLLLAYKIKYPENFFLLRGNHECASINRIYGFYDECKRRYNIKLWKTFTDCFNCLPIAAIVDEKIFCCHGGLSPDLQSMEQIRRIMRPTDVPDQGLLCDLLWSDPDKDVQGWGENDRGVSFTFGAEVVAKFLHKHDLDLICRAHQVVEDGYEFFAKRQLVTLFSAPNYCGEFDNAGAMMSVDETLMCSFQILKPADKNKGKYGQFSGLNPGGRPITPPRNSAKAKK
PP5 primary: PP5 phosphatase inhibitors, primary screen, biochemical, fluorescence | Serine/threonine-protein phosphatase 5 (Homo sapiens), P53041 | purified PP5c, OMFP substrate fluorescence | inhibition, % at 6.7 µM | 320,000 compounds, 0.18% hits | AID 1987, 2009;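 active = inhibition above the campaign's mean inhibition across all tested compounds plus 3 SD, cut at about 9.5% in these data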;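 also: 0% = DMSO only and 100% = 100 µM cantharidin control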
Target sequence (P53041 whole entry, looked up): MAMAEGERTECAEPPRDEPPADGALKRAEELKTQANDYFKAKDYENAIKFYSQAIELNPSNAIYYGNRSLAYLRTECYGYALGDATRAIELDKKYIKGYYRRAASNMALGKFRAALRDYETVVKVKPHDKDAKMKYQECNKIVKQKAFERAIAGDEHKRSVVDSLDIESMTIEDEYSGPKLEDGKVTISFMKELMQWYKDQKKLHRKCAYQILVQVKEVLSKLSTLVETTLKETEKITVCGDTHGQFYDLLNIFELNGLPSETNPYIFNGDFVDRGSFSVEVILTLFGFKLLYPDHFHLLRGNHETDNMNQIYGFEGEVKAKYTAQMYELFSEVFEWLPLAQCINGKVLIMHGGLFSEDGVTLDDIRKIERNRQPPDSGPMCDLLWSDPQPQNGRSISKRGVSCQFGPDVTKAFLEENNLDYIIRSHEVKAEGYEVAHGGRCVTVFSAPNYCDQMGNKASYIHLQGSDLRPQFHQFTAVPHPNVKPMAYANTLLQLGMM
procasp3 activ: activators of human procaspase-3 D3A mutant, primary screen, biochemical, absorbance, PC-3 D3A mutant, single concentration; Caspase-3 (Homo sapiens), P42574; recombinant procaspase-3 D3A, Ac-DEVD-pNA absorbance 405 nm; activation, % at 8.5 µM; 330,000 compounds, 0.11% hits;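 active = activation above the mean of all tested compounds plus 3 SD, cut at about 21% in these data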;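 also: 0% = DMSO alone and 100% = DMSO wells spiked with extra 5 µM PC-3 D3A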
Target sequence (P42574 whole entry D9A/D28A/D175A): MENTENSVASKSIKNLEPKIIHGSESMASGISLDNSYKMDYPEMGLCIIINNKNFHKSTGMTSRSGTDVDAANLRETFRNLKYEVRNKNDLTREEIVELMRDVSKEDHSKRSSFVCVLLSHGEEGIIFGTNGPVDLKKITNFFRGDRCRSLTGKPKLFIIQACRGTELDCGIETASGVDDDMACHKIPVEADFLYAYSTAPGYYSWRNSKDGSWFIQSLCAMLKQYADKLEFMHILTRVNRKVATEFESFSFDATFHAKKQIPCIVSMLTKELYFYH
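Compound: 8.5 µM single point, 0.8% DMSO / Material: Autoprocessing-dead procaspase-3 D3A mutant enzyme / Timing: 1 h preincubation plus 2 h reaction at 25 °C / Medium: Zinc-free HEPES/NaCl buffer with 0.01% Triton X-100 at pH 7.4 / Technique: 405 nm absorbance of p-nitroaniline, reads at 0 and 120 min / Repeats: one well per compound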
The depositor's hits bear a star; x = not tested or not shown.

SMILES | AHR act | Fh CTSL1 inh | procasp7 counter | TPT1 inh | HCV core dimer | PAFAH2 inh | PP1 inh | PP5 primary | procasp3 activ
O=C(NC1CCCC1)C(c1ccncc1)N(C(=O)Cc1cccs1)c1ccc(F)cc1 (stereo unspecified) | 1 | -3 | -3 | -3 | -3 | 2 | 4 | 1.4 | -2
CCC1(C)OC(=O)N(CCCn2ccnc2C)C1(C)O (stereo unspecified) | -1 | -3 | 3 | 0 | 3 | 1 | -3 | -0.4 | 2
COC(=O)COc1ccc(S(=O)(=O)Nc2ccc(NC(C)=O)cc2)cc1C | 4 | -6 | -9 | 0 | -3 | 0 | -11 | 3.6 | 0
COc1ccccc1/C=C1/C(=O)N(c2cc(C)cc(C)c2)C(c2cccc([N+](=O)[O-])c2)S1(=O)=O (stereo unspecified) | -1 | -1 | 0 | 2 | 35 | -16 | 1 | -0.1 | -14
O=C(COC(=O)c1ccc([N+](=O)[O-])s1)Nc1ccc(Cl)cn1 | 9 | 44* | 3 | 3 | 31 | 22 | 1 | -1.2 | -4
O=[N+]([O-])c1cccc(CN2CCN(S(=O)(=O)Cc3ccccc3)CC2)c1 | -9 | -1 | 3 | 0 | 15 | -4 | -1 | 0.0 | 0
Cc1nc(NC(=O)c2ccccc2)sc1-c1csc(NCc2ccco2)n1 | 16 | -2 | -4 | 9 | 5 | -4 | 4 | 2.3 | -4
Cc1c(C(=O)NCc2c(F)cc(F)cc2F)oc2ccc(S(=O)(=O)N3CCOCC3)cc12 | -1 | 2 | 5 | -1 | -7 | -3 | 4 | 4.4 | -1
Cc1cc(-c2onc(C)c2C(=O)N/N=C/c2ccccc2)no1 | 3 | 4 | 8 | 2 | -1 | 6 | -4 | 1.1 | -7
Cc1ccc(C(=O)c2ccc([N+](=O)[O-])cc2)c(C)c1 | 11 | 2 | 4 | -1 | -5 | -1 | 5 | 2.5 | -4
O=C(Cn1ncc2c([nH]c3ccccc32)c1=O)NCCc1ccccc1 | 1 | 4 | 8 | 0 | 18 | -13 | 14 | 1.8 | 7
CCOc1ccccc1OCC(=O)Nc1ccc(S(=O)(=O)Nc2ncccn2)cc1 | 0 | 2 | -5 | -1 | -1 | -4 | -2 | 3.6 | -4
Cn1c(=O)[nH]c(=O)c2c1nc(Br)n2CC(O)COc1ccc(Cl)cc1 (stereo unspecified) | 7 | 1 | 11 | -3 | 3 | -6 | 2 | -3.9 | 6
CCn1cc(C(=O)NCCC(=O)NC(C)C)c(=O)c2cc3c(cc21)OCO3 | 3 | -1 | 8 | -1 | -1 | -1 | -2 | 0.0 | 5
CN(C)S(=O)(=O)c1cc(NC(=O)CNCCN2CCOCC2)ccc1Cl | -2 | -1 | -1 | -3 | 0 | -7 | 0 | 0.9 | -3
CSc1ccc(CNCCCSc2ncccn2)cc1 | 3 | -1 | 10 | -3 | -10 | 6 | 1 | 2.0 | 0
O=C(CN1C(=O)c2ccccc2S1(=O)=O)Nc1ccc([N+](=O)[O-])cc1 | 2 | x | -2 | x | x | 2 | x | x | -6
CCCCOC(=O)Nc1nnc(SCCOc2ccc(C)cc2)s1 | -3 | -3 | 2 | -1 | 2 | 5 | -7 | 1.5 | 7
CC(C)NC(=O)CN1CCC(O)(c2ccccc2)CC1 | 0 | 1 | 2 | 1 | 1 | 8 | -2 | -1.3 | 8
CC(C)c1ccc(/C=C/C(=O)NCCCN2CCOCC2)cc1 | -1 | x | 13 | x | x | -3 | -5 | 0.6 | 13

Pulled by structure from the list above:
SMILES | AHR act | Fh CTSL1 inh | procasp7 counter | TPT1 inh | HCV core dimer | PAFAH2 inh | PP1 inh | PP5 primary | procasp3 activ
CC(C)NC(=O)CN1CCC(O)(c2ccccc2)CC1 | 0 | 1 | 2 | 1 | 1 | 8 | -2 | -1.3 | 8
Cn1c(=O)[nH]c(=O)c2c1nc(Br)n2CC(O)COc1ccc(Cl)cc1 (stereo unspecified) | 7 | 1 | 11 | -3 | 3 | -6 | 2 | -3.9 | 6

(more compounds)
SMILES | AHR act | Fh CTSL1 inh | procasp7 counter | TPT1 inh | HCV core dimer | PAFAH2 inh | PP1 inh | PP5 primary | procasp3 activ
O=C(c1ccc(Cl)c(S(=O)(=O)N2CCCCCC2)c1)N1CCCC(C(F)(F)F)C1 (stereo unspecified) | 0 | 8 | 2 | 3 | 5 | 4 | -3 | -4.0 | 0
CCc1ccc(-c2cc3c(=O)n(CC(=O)N4CCCC4)nc(C)n3n2)cc1 | 8 | -4 | 8 | 0 | -9 | -2 | -1 | 3.1 | -2
Cn1cnnc1SCC(=O)Nc1sc2c(c1C(N)=O)CCC2 | 17 | -1 | -1 | 24 | 7 | 38* | 10 | 0.7 | 6
O=C1c2ccccc2-c2ncnc3c(N4CCOCC4)cc(N4CCOCC4)c1c23 | 4 | 4 | 16 | -6 | -8 | 0 | 0 | 1.2 | -4
O=C(Nc1ccc(OC(F)(F)F)cc1)c1ccc2nc[nH]c2c1 | 96* | 1 | -2 | -2 | -12 | -4 | 4 | 3.3 | 13
COc1cccc(N(C(=O)Cn2nnc(-c3ccc(C)o3)n2)C(C(=O)NC(C)(C)C)c2cccs2)c1 (stereo unspecified) | 5 | -2 | 4 | 0 | 6 | 2 | 2 | 0.7 | -1
CC(=O)c1cc(C#N)c(N2CCOCC2)nc1C | 0 | 1 | 0 | -2 | -24 | -8 | -1 | 0.4 | -2
COc1ccc(S(=O)(=O)N(C(C)=O)c2ccc(OC(C)=O)c3ccccc23)cc1[N+](=O)[O-] | 9 | -17 | -45 | -1 | 2 | 0 | 3 | -3.0 | -25
O=C(CCc1nc2ccccc2s1)OCc1ccccc1 | 1 | 1 | -2 | 1 | 5 | 4 | -2 | 0.9 | -6
O=C(COc1ccccc1[N+](=O)[O-])N/N=C/c1ccc(O)cc1 | 0 | 0 | -8 | -1 | -6 | 3 | 1 | -0.6 | 17
CCOc1cc(S(=O)(=O)Nc2ccccn2)ccc1F | 2 | 2 | 1 | 2 | -11 | 3 | -3 | 1.7 | -1
CCn1ncc(Br)c1C(=O)Nc1sc2c(c1C(N)=O)CCC2 | 49* | 9 | -4 | 6 | 8 | -2 | 3 | 1.9 | 8
O=C(Cc1ccccc1)NN1C(=O)C2C3C=CC(C4CC34)C2C1=O (stereo unspecified) | 0 | 3 | 7 | -2 | -1 | 1 | 2 | -2.1 | 2
CCS(=O)(=O)Nc1c(C(=O)O)[nH]c2ccccc12 | 39 | -4 | 1 | -1 | 1 | 0 | -4 | 1.2 | -10
O=c1[nH]c2ccccc2cc1CN(Cc1ccco1)S(=O)(=O)c1ccccc1 | 1 | 0 | -1 | -1 | 6 | 10 | 0 | 2.7 | -11
Cc1ccc(C(=O)O/N=C/c2c(N3CCOCC3)n(C)c3ccccc23)cc1 | 2 | 1 | 11 | -1 | 3 | 3 | 21* | 3.1 | -1
COc1ccc(NCc2ccc(OC)c(Cn3ccnc3)c2)c(OC)c1 | 34 | -2 | -30 | 0 | 0 | -5 | -1 | 0.5 | -25
CN1CCN(C(=O)CCS(=O)(=O)c2cc3c(cc2Cl)NC(=O)CO3)CC1 | 0 | 0 | 8 | -5 | 4 | 6 | 4 | 1.1 | 8
O=C(NC(=S)Nc1cccc(Cl)c1N1CCCCC1)c1ccco1 | 4 | 0 | 7 | -1 | 1 | 6 | 0 | 4.4 | 6
O=C(NCc1ccco1)C1CCCN1C(=O)Nc1ccccc1Cl (stereo unspecified) | -3 | 0 | -2 | -2 | -4 | -2 | 5 | -0.1 | -5
Cc1cc(C(=O)Nc2cccc3c2O[C@H](CN(C)CC2CC2)[C@@H](C)CN([C@H](C)CO)C3=O)n(C)n1 | 0 | x | -6 | x | x | 11 | x | x | 5
COC(=O)c1ccc(COC(=O)CNC(=O)CNC(=O)c2ccc(OC)cc2)cc1 | 2 | -5 | 2 | -1 | 1 | 2 | 0 | -1.0 | 9
O=C(CSc1n[nH]c(=O)[nH]c1=O)Nc1ccc(SC(F)F)cc1 | 0 | x | -2 | x | x | -1 | x | x | 3
CSc1nc(-c2ccc(Cl)cc2Cl)[nH]c(=O)c1C#N | -3 | -1 | 10 | -2 | 12 | 9 | 10 | -0.4 | -1
CC1CCCC(NCC(=O)Nc2ccc(C(N)=O)cc2)C1C (stereo unspecified) | -3 | -9 | 0 | -2 | -1 | -7 | 0 | 0.5 | 0
COc1ccc(CCN=C(N)NS(=O)(=O)c2ccc(C)cc2)cc1 | 3 | -2 | 2 | 0 | -4 | -10 | -2 | -0.6 | -2
COCCNCc1ccccc1 | 3 | -2 | -3 | 2 | -1 | -6 | -4 | 1.8 | 1
O=C(Nc1ccc(F)c(Cl)c1)C1CCN(c2ncnc3c2nc2n3CCCCC2)CC1 | 1 | -3 | -8 | -3 | 2 | -2 | 0 | 2.7 | 3
O=C(CCn1cnc2ccccc21)N/N=C/c1ccc(O)cc1 | 0 | 3 | 18 | 1 | 6 | -4 | 1 | -1.1 | 2
Cc1nn(C)c(C(=O)Nc2ccc(Cl)c([N+](=O)[O-])c2)c1Cl | 48* | -3 | 0 | 5 | 7 | 5 | -4 | -0.9 | -1
CC(NC(=O)C(C)(C)C)C(c1cccs1)N1CCOCC1 (stereo unspecified) | 1 | -1 | 4 | 1 | -2 | -6 | 4 | -1.0 | -3
COc1ccc(NC2CCCN(C(=O)c3csc(C)n3)C2)cc1 (stereo unspecified) | 3 | -8 | -13 | 1 | -16 | -1 | -2 | 4.5 | -8
CN1C(=S)SC(C)(C)C1NO (stereo unspecified) | -4 | 2 | 2 | 1 | 2 | 8 | -2 | 0.1 | -1
Cc1ccc2c(c1)N(CC(=O)c1cccc(Cl)c1)C(=O)C(C)O2 (stereo unspecified) | 7 | 0 | 5 | -1 | 5 | -14 | 0 | 1.4 | 8
N#C/C(=C/c1cccs1)c1nc2ccccc2[nH]1 | 117* | -1 | -2 | 0 | -33 | 4 | 5 | 3.2 | -3
Nc1nn(-c2ccccc2Cl)cc1-c1nn[nH]n1 | 1 | 0 | -4 | -3 | -8 | -9 | 4 | 1.4 | -3

Ordered by the number under HCV core dimer (lowest first): three of the compounds above.
Compound | HCV core dimer
O=C(Nc1ccc(F)c(Cl)c1)C1CCN(c2ncnc3c2nc2n3CCCCC2)CC1 | 2
Cc1nn(C)c(C(=O)Nc2ccc(Cl)c([N+](=O)[O-])c2)c1Cl | 7
CSc1nc(-c2ccc(Cl)cc2Cl)[nH]c(=O)c1C#N | 12
